NCOA2 inhibitor – human SRC2 (NCOA2) inhibition; hit rate 0.17% among 370,000; inhibition, % at 9 µM; HEK293 GAL4-SRC2 luciferase reporter, luminescence; AID 651957; Q15596;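 active means inhibition above the mean inhibition of all tested compounds plus 3 SD, set per campaign, cut at about 52% in these data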;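 further: 0% = DMSO treated cells and 100% = cells given Gossypol at 36 µM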
EBV LMP1 NFkB – inhibitors of Epstein-Barr LMP1-induced NF-kappaB reporter | LMP1-induced NF-kappaB luciferase reporter cells, luminescence | inhibition, % at 12.5 µM | hit rate 0.69% among 350,000 | AID 504558; in the data active means inhibition above about 41%;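 further: 0% = neutral control wells and 100% = reference inhibitor control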
C8 TRAIL sens – caspase-8 TRAIL sensitization; NB7+C8 cells + TRAIL, ATPlite viability luminescence; inhibition (viability loss, TRAIL sensitization), % at 10 µM; hit rate 1% among 360,000;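 active means compounds causing at least 50% loss of cell viability in the single-dose screen, relative to plate controls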
NR2F2 inh – inhibitors of human COUP-TFII (NR2F2); P24468; HEK293T NGFI-A luciferase reporter, luminescence; inhibition, % at 8.6 µM; hit rate 0.7% among 370,000; AID 686940;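 active means inhibition above a per-plate cutoff, mean inhibition of test wells between control levels plus 3 SD, cut at about 38% in these data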;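 further: cells cotransfected with COUP-TFII expression vector driving the NGFI-A reporter; 0% = median of COUP-TF2 test wells and 100% = reporter-only cells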
Target sequence (P24468 whole entry, looked up): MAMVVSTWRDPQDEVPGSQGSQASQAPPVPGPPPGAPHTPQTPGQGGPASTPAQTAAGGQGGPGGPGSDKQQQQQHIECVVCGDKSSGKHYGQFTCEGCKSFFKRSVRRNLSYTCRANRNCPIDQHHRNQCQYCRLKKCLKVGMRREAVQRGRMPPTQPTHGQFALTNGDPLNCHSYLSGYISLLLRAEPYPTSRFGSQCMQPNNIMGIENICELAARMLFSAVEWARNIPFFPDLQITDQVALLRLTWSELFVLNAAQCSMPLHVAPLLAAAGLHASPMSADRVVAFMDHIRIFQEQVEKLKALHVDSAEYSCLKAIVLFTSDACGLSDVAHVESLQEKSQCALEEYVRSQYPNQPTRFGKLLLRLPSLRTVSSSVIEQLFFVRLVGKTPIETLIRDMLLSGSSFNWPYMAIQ
KKLEB tox – counter-screen for CF NF-kB inhibitors: cytotoxicity; KKLEB CF airway cells viability, ATPlite luminescence, overnight; hits give low values; cells stimulated with P. aeruginosa culture filtrate; activity change (cytotoxicity), % at 5 µM; hit rate 0.36% among 360,000;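 active means corrected activity change at or below -50% at 5 µM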
TWEAK Fn14 block – inhibitors of TWEAK-Fn14 interaction signaling; AID 1159606; inhibition, % at 10 µM; TWEAK-stimulated Fn14 reporter cells, luciferase luminescence, 8 h; hit rate 2% among 360,000; in the data active means inhibition above about 50%
NR5A2 inv ag – suppresses constitutive activity of human LRH-1; O00482; HEK293T StAR-luciferase reporter, LRH-1 transfected, 24 h; inhibition, % at 3.6 µM; hit rate 0.13% among 360,000; AID 602396;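 active means inhibition above the mean inhibition of all tested compounds plus 3 SD, cut at about 73% in these data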;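 further: 0% = DMSO wells and 100% = reporter-only cells lacking LRH-1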
Target sequence (O00482 whole entry, looked up): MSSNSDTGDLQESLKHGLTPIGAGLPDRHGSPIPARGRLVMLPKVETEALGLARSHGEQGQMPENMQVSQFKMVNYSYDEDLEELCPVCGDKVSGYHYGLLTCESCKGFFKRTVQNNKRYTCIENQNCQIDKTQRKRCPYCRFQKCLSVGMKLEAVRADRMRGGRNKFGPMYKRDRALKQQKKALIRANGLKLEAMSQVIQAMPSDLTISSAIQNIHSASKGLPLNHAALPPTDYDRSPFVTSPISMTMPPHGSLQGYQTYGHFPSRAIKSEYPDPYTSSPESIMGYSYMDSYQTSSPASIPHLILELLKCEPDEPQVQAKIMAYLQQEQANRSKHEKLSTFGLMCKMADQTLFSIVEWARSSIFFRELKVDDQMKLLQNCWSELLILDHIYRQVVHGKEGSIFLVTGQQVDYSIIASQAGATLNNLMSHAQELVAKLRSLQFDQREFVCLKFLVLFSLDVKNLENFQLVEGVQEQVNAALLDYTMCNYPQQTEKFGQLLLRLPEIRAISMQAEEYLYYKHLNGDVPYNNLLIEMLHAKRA
CF NFkB inh – inhibitors of cystic fibrosis induced NF-kB. KKLEB NF-kB-GFP reporter, PAF-induced, GFP fluorescence overnight. inhibition, % at 5 µM. hit rate 0.86% among 360,000;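 active means at least 50% inhibition at 5 µM, scaled per plate between neutral and stimulator controls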;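 further: PAF is a Pseudomonas aeruginosa culture filtrate used as stimulus; plate controls were PAF-stimulated DMSO wells for no effect and unstimulated DMSO wells for full effect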
TROY signal inh – inhibitors of TROY-dependent NF-kB signaling | Q293 LMP1-TROYcd NF-kB luciferase reporter, 4 h | inhibition, % at 10 µM | hit rate 0.98% among 360,000 | AID 1347056;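 active means compounds whose plate-normalised and pattern-corrected inhibition of the luciferase reporter signal at the single screening dose is 50% or more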
SRC3 inh – inhibitors of human steroid receptor coactivator 3 (SRC3). inhibition, % at 3.6 µM. Q9Y6Q9. hit rate 0.17% among 360,000. HEK293 GAL4-SRC3 luciferase reporter, luminescence;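 active means inhibition above a per-campaign cutoff, the mean of all compounds plus 3 SD, cut at about 60% in these data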;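 further: 0% = DMSO-treated cells and 100% = gossypol-treated cells at 36 µM; higher means less SRC3-driven luciferase light from the GAL4 reporter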
NCOA1 inh – human NCOA1 inhibition; inhibition, % at 3.6 µM; HEK293 GAL4-SRC1 luciferase reporter, luminescence; Q15788; hit rate 0.12% among 360,000; AID 588354;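 active means inhibition above the campaign mean plus 3 SD, with each screening campaign given its own cutoff, cut at about 60% in these data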;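 further: 0% = DMSO treated cells and 100% = gossypol at 36 µM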
Starred values were filed as active, the others as inactive; . = not tested or not shown.

Sequence of screens – NCOA2 inhibitor	EBV LMP1 NFkB	C8 TRAIL sens	NR2F2 inh	KKLEB tox	TWEAK Fn14 block	NR5A2 inv ag	CF NFkB inh	TROY signal inh	SRC3 inh	NCOA1 inh
- COCCNC(=O)Cn1cnc2sc(C)c(S(=O)(=O)N3CCC(C)CC3)c2c1=O
    13	-3	7	-23	0	-5	3	8	14	-8	-1
- c1ccc(OCc2ccc(CCCN3CCOCC3)cc2)cc1
    -26	-13	9	7	-6	-15	-19	1	-11	-4	-15
- CCCN(Cc1nc2cc(Cl)ccc2c(=O)[nH]1)C(=O)c1ccc(S(=O)(=O)N2CCCC2)cc1
    4	0	7	-24	-6	18	-14	4	13	6	6
- Cc1ccc(/C=N/Nc2nc(C(C)(C)C)cs2)o1
    -41	-23	5	-11	-6	-22	-25	8	9	-29	-56
- CC(C)(C)c1ccc(-c2noc(CCC(=O)N3CCOCC3)n2)cc1
    13	20	64*	3	-20	8	-80	-9	-23	-37	-59
- Cc1onc(-c2ccccc2)c1C(=O)OCC(=O)c1ccc[nH]1
    -27	3	7	14	-9	2	5	18	16	5	-7
- O=C(Nc1cccnc1)c1ccc(-c2cc(Cl)ccc2Cl)o1
    -33	3	-5	-13	-13	-18	-33	-4	-13	0	-2
- CN(C)C(=O)c1ccc(NC(=O)c2ccccc2SCC(=O)N2CCCC2)cc1
    -3	4	7	-8	0	2	-5	-4	-48	1	-22
- CC(C)n1c(N2CCN(C(=O)Nc3ccccc3)CC2)nc2ccccc21
    3	8	-4	-14	-6	5	-33	14	-9	27	2
- Cc1ccc(/C([O-])=C(/C(=S)NCc2ccccc2)[n+]2cccc(CO)c2)cc1[N+](=O)[O-]
    -6	-4	-3	18	-6	4	-3	-2	-13	1	-14
- COc1ccc2c(CC(=O)Nc3ccc(OC)nc3)coc2c1
    -4	-1	-20	10	0	-5	-16	7	-18	-3	-7
- Cc1cc(C)n(CC(O)COc2ccccc2Br)n1 (configuration not stated)
    -7	2	5	-3	1	-16	-7	9	3	-10	-11
- CCOC(=O)C1=CCN(S(=O)(=O)c2ccccc2)C1c1ccc(C)cc1 (configuration not stated)
    23	.	-16	17	-2	-5	-5	-24	35	-19	14
- Cc1cccc(Sc2nc(-c3ccccc3)ncc2C(=O)O)c1
    -17	3	-2	15	2	36	18	-9	38	-9	-8
- COc1ccc(OC)c(Nc2nc(C)nc3c2oc2ccccc23)c1
    -3	11	1	-6	4	-19	12	8	11	5	-8
- O=C(c1ccc(C(=O)N2CCOCC2)s1)N1CCOCC1
    0	-4	-2	-10	4	-6	-11	2	-22	14	-8
- FC(F)(F)Oc1ccc(NC(=S)Nc2ccc(OC(F)(F)F)cc2)cc1
    -6	27	11	26	4	16	8	29	-16	2	18
- COc1ccc(C(=O)Nc2cc(Cl)cc(Cl)c2)c(OC)n1
    -38	-29	10	-17	2	-30	-10	7	-11	1	-34
- O=C(COC(=O)c1ccc2ccccc2c1O)NCC(F)(F)F
    3	1	-21	-8	3	-25	-12	-7	-36	-25	-3
- CC(=O)Nc1ccc(S(=O)(=O)N(C)CC(=O)Nc2ccccc2N2CCCC2)cc1
    -8	-2	-19	-6	-4	4	8	10	-13	2	-3
- O=C(CCSc1nc(-c2ccco2)cc(C(F)(F)F)n1)NCCN1CCOCC1
    -25	-10	-2	-9	-6	8	4	11	-3	5	-10
- C=CCn1cc(C(=O)NCCCOC)c(=O)c2cc(S(=O)(=O)N3CCC(C)CC3)ccc21
    22	-6	7	-11	5	13	-7	13	-1	1	-5
- CCCn1cnnc1CNC(=O)[C@H]1O[C@@H](n2ccc(N)nc2=O)[C@H](O)[C@@H]1O
    6	.	8	-20	.	-3	-26	.	2	.	.
- OCCN1CCN(Cc2cc(Cl)c3cccnc3c2O)CC1
    2	23	-3	23	9	-1	4	-20	11	18	7
- CC(C)(C)c1ccc(C(=O)NNC(=O)CCc2ccccc2)cc1
    -6	.	-16	4	-4	-14	8	-3	-7	21	4
- COc1ccc(CN2C(=O)C(C)=C(C)C2OC)cc1 (configuration not stated)
    -5	-7	-6	-10	4	90*	0	-6	-2	-10	-8
- CCOc1ccc(N(C(C)C(=O)NCc2ccco2)S(C)(=O)=O)cc1 (configuration not stated)
    3	-3	0	-19	-11	25	16	6	-2	3	14
- O=C(CSc1ccc(Cl)cc1)NC1=NN(c2ccccc2)C(=O)C1
    6	10	0	9	13	2	-1	-9	26	-16	-13
- O=C(c1ccccc1)c1cccn1CC(=O)N1CCCCCC1
    15	-2	-10	2	-9	-1	10	3	1	4	6
- Cc1cc(=O)[nH]c(Nc2cccc(F)c2)n1
    6	3	-11	-14	12	8	-1	5	11	-7	3
- COc1cccc(CN(C)C(=O)Cn2cc(C)c(=O)[nH]c2=O)c1
    12	9	9	-11	9	-1	-25	-4	-2	-13	-13
- Cc1ccc(OCC(=O)N2c3ccccc3NC(=O)C2(C)C)c([N+](=O)[O-])n1
    -14	-8	-6	3	-4	1	6	6	0	-3	-1
- Cc1nnc(NC(=O)CSc2nnc(CC(=O)Nc3ccccc3C)n2C)s1
    4	-18	1	5	10	-5	-3	-13	-2	3	11
- Cc1ccc(C(=O)c2oc3nc(C)cc(C)c3c2N)cc1
    -23	-10	-1	0	-6	2	7	-67	0	-46	-7
- CN(CCC(=O)Nc1ccc(Cl)cc1)Cc1ccccc1
    0	-23	-3	-10	-3	-9	-12	16	-6	0	0
- CCN(CC)CCN1C(=O)C(=O)/C(=C(/O)c2c(C)[nH]c(C(=O)OC)c2C)C1c1cccnc1 (configuration not stated)
    0	2	1	15	-5	0	8	-2	-8	9	2
- CC1(C)CC(=O)NC=C(c2ccccc2)C1
    -12	-1	-9	-15	1	-18	4	0	-24	12	-6
- CCOC(=O)CSc1nc2ccccc2c(=O)n1-c1ccc(C)cn1
    -9	1	-14	-1	2	6	9	-31	-1	17	-7
- Cc1ccc(C(=O)C(C)[n+]2cccc(C(N)=O)c2)cc1 (configuration not stated)
    -6	-4	-14	-10	5	9	-5	-6	-1	3	-5
- NC(=O)c1ccsc1NC(=O)COC(=O)Cc1ccccc1Cl
    -14	7	6	17	-23	18	16	3	34	-7	-20
- C[C@@H]1CC[C@@]2(O[C@H](CCO)C[C@H](O)[C@H]2O)O1
    5	-1	-1	1	6	-12	3	10	-10	0	-2
- COc1ccc(-c2nnn(CC(=O)N(CC(=O)NC3CCCC3)Cc3cccs3)n2)cc1OC
    -24	4	-10	-15	2	-17	-15	-39	7	5	-5
- COc1ccc(Cl)cc1S(=O)(=O)Nc1ccc2c(c1)n(C)c(=O)n2C
    -29	-9	-1	-25	-8	22	23	-34	20	13	7
- COc1ccccc1NC(=O)c1ccc2c(c1)C(=O)N(c1ccccc1OC)C2=O
    -27	5	2	-17	12	4	-2	-18	1	0	-11
- Cc1ccc(CN(C(=O)COc2ccc([N+](=O)[O-])cc2)C2CCS(=O)(=O)C2)o1 (configuration not stated)
    -25	-2	0	-15	-20	7	-12	16	-8	-5	10
- N#Cc1c2n(c(=O)[nH]c1=O)CCCCC2
    3	5	-5	1	5	0	4	1	.	6	4
- CCN1CCN(C(c2ccc(OC)cc2)c2nnnn2Cc2ccc3c(c2)OCO3)CC1 (configuration not stated)
    -12	-6	-7	7	12	9	13	6	3	6	0
- Cc1ccc(-c2cc(-c3nnc(SCC(=O)NC(C)C(C)C)n3N)c3ccccc3n2)cc1 (configuration not stated)
    0	-2	-2	-1	-8	-13	-31	7	-6	-2	-9
- c1ccc(-c2cn3nc4c(nc3n2)CCCC4)cc1
    -35	64*	36	7	-3	-1	-80	-17	6	-101	-92
- O=C(CN1C(=O)C2C3C=CC(C3)C2C1=O)N1CC=C(c2ccccc2)CC1 (configuration not stated)
    11	-2	11	12	4	5	-20	4	-18	-7	3
- COc1ccc(-c2csc3ncn(Cc4ccccc4)c(=O)c23)cc1
    -5	2	-4	-11	-18	91*	-11	17	-7	13	19
- CNC(=O)c1nnsc1S(=O)(=O)c1ccc(Cl)cc1
    41	68*	8	7	-92*	59*	-20	90*	69*	16	-13
- Cc1ccc(C)c(S(=O)(=O)N2CCN(CC(=O)Nc3ccc([N+](=O)[O-])cc3)CC2)c1
    -19	-5	-9	6	-3	-19	27	-11	17	11	-5
- COc1ccccc1NS(=O)(=O)c1cccs1
    -19	5	-5	11	8	4	-2	-4	18	7	-9
- S=c1[nH]c(-c2ccccc2)cn1/N=C/c1ccccc1Br
    -21	-13	-8	-2	8	32	-12	2	39	-11	-10
- CCn1c(SCc2cccc(C(F)(F)F)c2)nnc1-c1ccco1
    21	6	2	14	6	-3	39	2	-2	7	-3
- COCCn1c(SCC(=O)N2CCCCC2)nc2c(c1=O)SC(C)C2 (configuration not stated)
    0	3	8	-5	5	6	-3	1	22	-9	0
- Cc1nn(-c2ccccc2)c2sc(C(=O)NNC(=O)COc3ccccc3)cc12
    -65	17	-3	4	14	6	-19	-31	-42	-10	-36
- C/C(N)=C(\C#N)C(=O)NCCc1ccccn1
    -1	-1	-13	-4	-4	3	-5	-8	-20	24	1
- Nc1ccc2nc[nH]c2c1
    -19	8	-5	-16	-6	32	-1	6	2	-5	8

More structures:
Sequence of screens – NCOA2 inhibitor	EBV LMP1 NFkB	C8 TRAIL sens	NR2F2 inh	KKLEB tox	TWEAK Fn14 block	NR5A2 inv ag	CF NFkB inh	TROY signal inh	SRC3 inh	NCOA1 inh
- Cc1ccc(NC(=O)CCc2ccc(S(=O)(=O)NC3CCCCC3)cc2)cc1
    -2	1	-9	10	7	3	-1	7	2	10	-7
- Cc1cc(C(=O)NNC(=O)Cc2ccc(Cl)cc2)c(C)o1
    21	-1	6	15	2	9	1	12	-20	7	-4
- Cc1cc(C)cc(NC(=O)N2CCC(C(=O)c3ccc(F)cc3)CC2)c1
    -4	-1	-1	3	-3	-13	3	7	9	-8	14
- COc1ccc(S(=O)(=O)N(C)C[C@H]2Oc3ccc(NC(=O)C4CCCCC4)cc3C(=O)N([C@H](C)CO)C[C@@H]2C)cc1
    -2	-2	-9	6	-12	-18	10	19	-6	-15	-21
- COCCCNC(=O)Cn1c(=O)n(CC(=O)NCCc2ccc(OC)c(OC)c2)c(=O)c2sccc21
    8	7	3	-2	-4	9	12	25	21	15	5
- CC(=O)c1ccc(N2CCN(C(=O)C3CCN(S(=O)(=O)c4ccc(F)cc4)CC3)CC2)cc1
    -4	3	-6	7	-6	-1	-8	3	5	7	3
- COc1cc(C(=O)Nc2c(C(=O)O)[nH]c3ccc(C)cc23)cc(OC)c1OC
    4	3	-12	7	2	15	13	-16	19	1	-2
- O=C(CCCN1C(=O)/C(=C\c2ccccc2)SC1=S)Nc1ccc(C(=O)O)cc1
    -31	0	10	1	-1	11	-4	2	-23	3	-1
- O=C(c1ccc(Cl)c([N+](=O)[O-])c1)N(Cc1ccc(F)cc1)C1CCS(=O)(=O)C1 (configuration not stated)
    12	3	-8	7	-4	8	-7	-6	10	4	-2
- CCc1sc(C(=O)Nc2ncccc2C)cc1C
    -12	-6	-1	-30	4	-23	-44	6	-37	-26	-19
- CCCCCCSc1ccc(-c2nc3ccc(Cl)cn3c2NCc2ccccc2)cc1
    -7	5	24	1	-11	-7	20	5	-22	-43	4
